Source: PubChem BioAssay (several laboratories)
Hep lipid drop: inhibitors of hepatocyte lipid droplet formation, primary screen, imaging, high-throughput imaging, BODIPY stain; AML12 mouse hepatocytes, oleate lipid droplets; inhibition, % at 6.5 µM; 0.4% of 240,000 active; AID 1656, 2009;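 active = lipid droplet intensity inhibited by at least 50%, with more than 500 cells counted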
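Assay system: AML12 mouse liver cells | Compound: 6.5 µM single-point dosing | Schedule: Overnight exposure | Technique: Fluorescence imaging, 20x objective, two fields per well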
MT stabilizer: microtubule stabilizers in HeLa cells, primary screen, imaging, high-content imaging. HeLa tubulin immunostaining HCS, 24 h; share of cells brighter than vehicle mean+2SD. % tubulin-high responders, % at 10 µM. 0.83% of 200,000 active. AID 2205, 2009;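 active = plate Z-score above 3 for both tubulin-high and condensed-nucleus cell shares, with cell loss under 80%, at 10 µM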;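 also: anti alpha tubulin signal scored within the nucleus-defined area of each cell; some results filed as inactive read as strong as hits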
TNAP activation fold: human TNAP enzyme activators, primary screen, biochemical, luminescent, no phosphate acceptor, uHTS (AID 1001); Alkaline phosphatase, tissue-nonspecific isozyme (Homo sapiens); 0.03% of 200,000 active; purified TNAP, luminescent activation assay, no phosphate acceptor; higher activation fold means a stronger effect; one-dose activation fold at 20 µM; EC50 in µM for titrated hits; in the data active = activation fold from about 3, or a potency from the dose series; inactive = the rest, 99 in 100 with activation fold below about 1.6; also: many of its hits are not listed in these tables
PMI inhibitors: inhibitors of human PMI, primary screen, biochemical, fluorescence intensity, coupled assay (AID 1209); 0.42% of 190,000 active; purified PMI enzyme, coupled fluorescence intensity; higher % means a stronger effect; Mannose-6-phosphate isomerase (Homo sapiens); inhibition, % at 20 µM, or IC50 in µM where a hit was titrated; in the data active = inhibition above about 50%;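 also: plate controls were DMSO vehicle for no effect and wells lacking substrate for full effect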
Dynein cargo inh: inhibitors of GR-EGFP nuclear translocation, primary screen, dynein cargo transport inhibitor project, imaging, high-content, 3617.4 mouse cells; z-score, hits read low; test concentration mostly 20 µM; stimulated with dexamethasone, 1 µM; hits give low values; AID 1381, 2008; 0.47% of 220,000 active;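 active = plate z-score of nuclear minus cytoplasmic receptor signal below a set negative limit, without overly bright fluorescence or cell loss, cut at about -3.5 in these data, passing the limit was not always enough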;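 also: z-score of nuclear minus cytoplasmic ring GR-EGFP intensity difference per well; some compounds called inactive have numbers as strong as hits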
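medium = tetracycline-free induction medium containing charcoal-stripped FBS | also added = 1.0 µM final dexamethasone stimulus | schedule = 48 h induction, 1 h compound, 30 min dex at 37 °C | technique = fixed, Hoechst-stained cells imaged at 10x for EGFP | measure = GR-EGFP nuclear translocation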
Myeloid diff MLP: induction of myeloid progenitor differentiation, primary screen, cell-based, flow cytometry, MLPCN library; ER-HoxA9 myeloid progenitors, lysozyme-GFP differentiation; calls only at 10 µM; 1% of 360,000 active; AID 624256, 2012;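 active = normalized GFP-positive differentiation at or above the plate's own cutoff, the solvent-only control mean plus 3 SD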;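 also: cells exposed to compound for four days before flow analysis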
bCat nuc transl: modulators of beta-catenin nuclear translocation, primary screen, imaging, HeLa cells, immunofluorescence, high-content; nuclear translocation activity, % at 5 µM; 0.3% of 190,000 active; AID 1665, 2009;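 active = nuclear translocation activity above 50% at 5 µM, with a well cell count of 50 or more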;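 also: per-cell ratio of nuclear to cytoplasmic median beta-catenin stain intensity; plate controls were DMSO negative control for no effect and GSK-3 inhibitor IX positive control for full effect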
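System: Human HeLa cells, endogenous beta-catenin | Compound dosing: 5 µM primary, 0.02–20 µM confirmation | Timing: 24 h compound exposure at 37°C, 5% CO2 | Measured by: Fluorescence imaging of beta-catenin antibody stain plus DAPI | Read-out basis: % activation of per-cell nuclear versus cytoplasmic median beta-catenin signal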
T cell HTS: modulators of CD8 T cell-vesicle binding, primary screen, mouse 2C CD8+ T cells, flow cytometry | 2C CD8+ T cell-vesicle binding; hits give low values | calls only at 7 µM | 0.068% of 330,000 active | AID 2052, 2009;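 active = response, share of CD8 T cells binding vesicles, and their 90th percentile fluorescence all below set limits, cut at about 80% in these data, passing the limit was not always enough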
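Benchmarks: naked versus QL9-loaded vesicles / Assay system: purified 2C TCR transgenic mouse naive CD8+ T cells / Technique: high-throughput flow cytometry with anti-B7-1 and anti-CD8 staining / Timing: Cell–vesicle co-incubation 1.5 h at 37 °C, staining 20 min on ice / Read-out: percent CD8+ FL2 mean versus row control / Probe or stimulus: QL9-loaded Drosophila micro-vesicles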
Ins promoter up: insulin promoter activators in MIN6 cells, imaging, high-content screening, mouse beta cells | AID 1625, 2009 | 0.3% of 190,000 active | MIN6 insulin promoter-GFP reporter; hits give high values | z-score at 5 µM;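 active = z-score above 3 at 5 µM with at least 500 cells counted in the well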
Dynein cargo inh cytoplasmic EGFP: further read-out of Dynein cargo inh, marked with its call; z-score; measured here: cytoplasmic GR-EGFP intensity; hits give high values
Dynein cargo inh nuclear GR-EGFP: second read-out of Dynein cargo inh, no call of its own (marks repeat the call); z-score; measured here: nuclear GR-EGFP intensity;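 lower value marks the stronger effect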
Dynein cargo inh cell count: recorded beside Dynein cargo inh, whose call it bears; z-score; measured here: cell count per field
Ins promoter up cell count: second read-out of Ins promoter up, no call of its own (marks repeat the call); cell count; measured here: cytotoxicity, nuclei count;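 total cells summed across four imaged fields per well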
Hep lipid drop cells 6.5 µM: also measured in Hep lipid drop; calls as there; cell count; measured here: cell count, cytotoxicity flag;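 cells counted across two imaged fields per well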
bCat nuc transl cell count 5 µM: recorded beside bCat nuc transl, whose call it bears; cell count; measured here: cell count, cytotoxicity flag
T cell HTS vesicle-bound %: further read-out of T cell HTS, marked with its call; double positive events, %; measured here: CD8+ vesicle-bound cell fraction;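 binding gate set so that unloaded-vesicle control wells show 10% double positive cells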
MT stabilizer Hoechst-high %: recorded beside MT stabilizer, whose call it bears; % Hoechst-high responders; measured here: nuclear condensation Hoechst responders;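 share of cells brighter than vehicle mean plus two SD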
MT stabilizer cytotoxicity %: further read-out of MT stabilizer, marked with its call; toxicity, %; measured here: cytotoxicity by cell density;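 0% = mean cell density of plate MIN control wells and 100% = no cells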
Myeloid diff MLP GFP+ MAC1+ %: second read-out of Myeloid diff MLP, no call of its own (marks repeat the call); GFP+ MAC1+ double positive, %; measured here: differentiation confirmed by MAC1 staining
* hit, by the source's call; i = inactive; / = not tested or not shown.

SMILES	Hep lipid drop	Hep lipid drop cells 6.5 µM	MT stabilizer	MT stabilizer Hoechst-high %	MT stabilizer cytotoxicity %	TNAP activation fold	PMI inhibitors	Dynein cargo inh	Dynein cargo inh cytoplasmic EGFP	Dynein cargo inh nuclear GR-EGFP	Dynein cargo inh cell count	Myeloid diff MLP	Myeloid diff MLP GFP+ MAC1+ %	bCat nuc transl	bCat nuc transl cell count 5 µM	T cell HTS	T cell HTS vesicle-bound %	Ins promoter up	Ins promoter up cell count
C=CCn1c(O)c(/C=C2\C=Nc3ccccc32)c(=O)[nH]c1=O	7	720	/	/	/	/	/	0.17	0.76	0.23	-0.024	i	0.3	-4.1	1121	i	34	0.24	1477
Nc1ncc(P(=S)(N2CCOCC2)N2CCOCC2)s1	/	/	4.8	1.3	5.5	1.1	3%	3.3	0.15	3.1	-3	i	1.3	-2.8	1050	i	39	0.74	1134
C=CCC1(Nc2ccccc2)CC(C)N(C)CC1C (configuration not stated)	6	717	/	/	/	/	/	-0.92	-0.22	-0.55	0.72	i	0.8	-0.9	1283	i	21	0.16	1122
O=C(O)CCn1cc(C=C2C(=O)NC(=S)NC2=O)c(-c2cccc(Cl)c2)n1	-3	692	2.6	2.4	3.8	1	64%*	0.15	-0.3	0.19	0.87	i	0.5	1.0	897	i	50	-0.08	1485
Cc1ccc(O)c(C(=O)c2cc(C(=O)NCc3ccccc3)c(=O)n(Cc3ccccc3)c2)c1	-18	428	2.8	2.8	8.0	1.1	14%	0.56	-0.22	0.091	-0.24	i	0.9	-0.4	1082	i	46	-0.02	1380
COc1ccc2c(c1)c(C(=O)O)c(C)n2CC(C)C	1	765	4.2	3.0	9.6	1.1	7%	0.87	-0.25	0.43	-0.7	i	4.0	-4.4	1175	i	20	-0.32	1195
COc1nc2ccccc2c(=O)n1-c1ccc(C)cc1	0	728	4.2	2.4	10	1.1	2%	0.21	-0.27	0.053	-0.41	i	0.6	-1.0	511	i	24	-0.12	1143
Cc1nnc2n1-c1ccc(Cl)cc1C(c1ccccc1)=NC2	10	701	/	/	/	1	9%	/	/	/	/	/	/	2.3	1016	/	/	1	1428
CCOc1ccc(N2C(=O)NC(=O)/C(=C\c3ccccc3[N+](=O)[O-])C2=O)cc1	-8	713	/	/	/	/	/	-1.8	-0.18	-0.3	0.78	i	0.5	-0.2	1284	i	19	-0.02	1013
Cc1ccc(/C=C2\C(=O)NC(=S)N(c3ccccc3F)C2=O)s1	-9	706	33*	29*	78*	0.7	-20%	-3.7*	3.5*	-1.2*	-2.4*	i	1.2	-2.7	1047	i	42	0.5	1334
CCOCCN1CCC(OC(C)=O)C(C)C1 (configuration not stated)	/	/	5.3	1.6	11	1.1	-2%	4.2	-0.13	2.2	-2.6	i	1.4	0.4	1298	i	18	-0.1	1638
CSCCC(N=Cc1c(O)n(-c2ccc(Cl)cc2)c(=O)[nH]c1=O)C(=O)OC(C)(C)C (configuration not stated)	-3	806	1.6	1.4	5.0	1	-1%	0.031	0.33	0.41	-0.37	i	0.6	2.4	1164	i	55	-0.47	909
CCOCCc1c(O)[nH]c(=S)[nH]c1=O	4	758	1.4	1.6	9.7	1.2	/	1	-0.33	0.14	0.38	i	0.6	0.5	1508	i	55	0.68	1301
Cc1ccc(C)c(C2(O)CC(C)N(C)CC2C)c1 (configuration not stated)	/	/	2.7	4.7	11	1	-11%	-1	-0.096	-0.057	0.79	i	0.4	-0.7	1412	i	28	0.36	1476
CC(C)CCn1c(=O)c(C(=O)Nc2ccccc2S(N)(=O)=O)c(O)c2ccccc21	1	784	1.4	0.9	5.9	1	12%	-0.55	-0.21	-0.39	-0.013	i	14	2.2	997	i	28	-0.22	804
COc1ccccc1-n1c(O)c(C=NCc2ccc3c(c2)OCO3)c(=O)[nH]c1=O	-5	707	3.6	0.9	7.9	1.1	1%	-0.5	-0.23	-0.028	-0.071	i	1.2	/	/	i	66	-0.41	1208
COc1ccc2c(c1)NP(=S)(Oc1ccccc1)N2 (configuration not stated)	10	681	/	/	/	/	/	-0.18	-0.043	-0.15	0.44	i	0.8	-1.4	1327	i	16	0.69	1267
CN1CCN(CC(=O)Nc2ccc(Cl)cc2C(=O)c2ccccc2)CC1	-4	702	3.9	1.7	3.4	1.1	4%	-0.34	0.13	-0.4	0.058	i	0.5	0.2	1050	i	38	-0.32	1283
CCCCS(=O)(=O)N1CCN(C(=N)N[N+](=O)[O-])CC1	5	732	1.4	1.3	0.4	1.1	-9%	-0.62	0.042	-0.34	0.98	i	0.1	1.0	1094	i	48	/	/
Cc1cccc(CSc2nc3c(cc2C#N)CN(C)CC3)c1	8	647	5.7	2.5	3.6	1.1	29%	0.7	0.093	0.054	-0.17	i	6.2	-0.9	1091	i	10	0.05	1838
O=c1[nH]c(=O)n(Cc2ccccc2)c(O)c1C=NCCCO	-6	618	2.7	1.8	53	1	11%	0.56	-0.23	0.7	-0.41	i	1.1	-0.4	1020	i	32	1.1	1199
O=C(c1ccco1)c1cn(Cc2ccccc2)c2ccccc12	-3	740	1.5	1.1	5.0	0.7	9%	-0.3	-0.54	-0.19	0.73	i	0.4	/	/	i	46	0.03	790
Cc1ccc(-n2c(O)c(C=Nc3ccccc3N)c(=O)[nH]c2=O)cc1C	/	/	2.3	1.7	4.5	1.6	6%	-0.61	-0.15	-0.29	1.3	i	0.6	-2.3	1039	i	57	-0.21	1269
Cc1cc(Cl)ccc1C(=O)C1CCCN(Cc2ccon2)C1 (configuration not stated)	-27	729	2.9	2.4	7.1	1.1	5%	2.7	-0.15	1.5	-1.1	i	0.6	-1.0	906	i	22	-0.16	1440
O=C(O)Cn1cc(/C=C2\C(=O)NC(=O)N(Cc3ccco3)C2=O)c2ccccc21	19	698	3.7	2.9	5.2	0.9	-11%	-0.46	0.12	0.13	0.08	i	0.3	0.3	1027	i	66	0.82	1185
O=P1(Oc2ccccc2)OCCCS1 (configuration not stated)	-21	680	/	/	/	/	/	-0.61	-0.23	-0.33	0.039	i	0.4	2.7	1346	i	40	0.06	1427
COc1ccc(C(=O)C2CCCN(C3CSCCSC3)C2)c(OC)c1 (configuration not stated)	-26	732	2.3	3.0	1.7	1.1	-6%	-1.1	-0.26	-0.73	1.2	i	0.0	-0.1	1049	i	59	-0.44	1385
Cc1ccc2c(c1)C1CN(C)CCC1N2C(=O)Cn1cnc2c1c(=O)n(C)c(=O)n2C (configuration not stated)	/	/	/	/	/	1	-1%	/	/	/	/	/	/	-1.4	890	/	/	0.83	1280
CCCCC1(CN2CCCC2=O)C(=O)NC(=O)NC1=O	-2	748	3.1	1.7	6.6	1.1	-1%	-0.49	-0.23	0.0018	0.2	i	0.9	-0.4	1240	i	47	0.25	1115

At a glance, part of the list above:
SMILES	Hep lipid drop	Hep lipid drop cells 6.5 µM	MT stabilizer	MT stabilizer Hoechst-high %	MT stabilizer cytotoxicity %	TNAP activation fold	PMI inhibitors	Dynein cargo inh	Dynein cargo inh cytoplasmic EGFP	Dynein cargo inh nuclear GR-EGFP	Dynein cargo inh cell count	Myeloid diff MLP	Myeloid diff MLP GFP+ MAC1+ %	bCat nuc transl	bCat nuc transl cell count 5 µM	T cell HTS	T cell HTS vesicle-bound %	Ins promoter up	Ins promoter up cell count
Cc1cccc(CSc2nc3c(cc2C#N)CN(C)CC3)c1	8	647	5.7	2.5	3.6	1.1	29%	0.7	0.093	0.054	-0.17	i	6.2	-0.9	1091	i	10	0.05	1838
O=c1[nH]c(=O)n(Cc2ccccc2)c(O)c1C=NCCCO	-6	618	2.7	1.8	53	1	11%	0.56	-0.23	0.7	-0.41	i	1.1	-0.4	1020	i	32	1.1	1199
O=C(c1ccco1)c1cn(Cc2ccccc2)c2ccccc12	-3	740	1.5	1.1	5.0	0.7	9%	-0.3	-0.54	-0.19	0.73	i	0.4	/	/	i	46	0.03	790
Cc1ccc(-n2c(O)c(C=Nc3ccccc3N)c(=O)[nH]c2=O)cc1C	/	/	2.3	1.7	4.5	1.6	6%	-0.61	-0.15	-0.29	1.3	i	0.6	-2.3	1039	i	57	-0.21	1269
Cc1cc(Cl)ccc1C(=O)C1CCCN(Cc2ccon2)C1 (configuration not stated)	-27	729	2.9	2.4	7.1	1.1	5%	2.7	-0.15	1.5	-1.1	i	0.6	-1.0	906	i	22	-0.16	1440
O=C(O)Cn1cc(/C=C2\C(=O)NC(=O)N(Cc3ccco3)C2=O)c2ccccc21	19	698	3.7	2.9	5.2	0.9	-11%	-0.46	0.12	0.13	0.08	i	0.3	0.3	1027	i	66	0.82	1185
O=P1(Oc2ccccc2)OCCCS1 (configuration not stated)	-21	680	/	/	/	/	/	-0.61	-0.23	-0.33	0.039	i	0.4	2.7	1346	i	40	0.06	1427

These rows are one share of the data (hit frequency here may not be typical).
